# Source: PubChem BioAssay
# AddAB inh – growth inhibition of E. coli expressing H. pylori AddAB, primary screen, AddAB inhibitor project, absorbance; inhibition, % at 11.9 µM; actives 0.29% (n = 330,000); in the data active = inhibition above about 12%;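 note: 0% = vehicle wells of infected cells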
# Ecoli viability – E. coli V3065 growth inhibition, primary screen, counter-screen for AddAB inhibitor project, absorbance, OD600; 18 h; inhibition, % at 11.9 µM; actives 0.27% (n = 330,000);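 active = inhibition above the campaign's mean inhibition across all tested compounds plus 3 SD, cut at about 9.9% in these data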;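 note: uninfected addAB+ strain grown without phage in ampicillin broth; 0% = DMSO wells and 100% = ciprofloxacin 0.95 µg/ml wells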
# CAL PDZ inh – CAL PDZ peptide-binding inhibitors, primary screen, biochemical, fluorescence polarization, Cer-tagged CAL PDZ, HTS; AID 504414, 2011; purified CAL PDZ, TMR-peptide fluorescence polarization, 1 h; Golgi-associated PDZ and coiled-coil motif-containing protein (Homo sapiens), Q9HD26; actives 0.02% (n = 330,000); inhibition, % at 20 µM;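 active = highest replicate inhibition of at least 40%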;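 note: plate controls were DMSO neutral control wells for no effect and unlabeled competitor peptide control wells for full effect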
#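 Material: tagged CAL PDZ protein CerCALP, purified; buffer or medium: sodium phosphate/NaCl buffer pH 7.4 with TCEP, IgG, Thesit; also added: fluorescent TMR peptide probe; schedule: 1 h incubation at room temperature before polarization reading; technique: fluorescence polarization from S- and P-plane intensities, G-factor corrected; control set: unlabelled peptide and DMSO controls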
# Rtt109 Vps75 – inhibitors of C. albicans Rtt109/Vps75 HAT, primary screen, biochemical, ThioGlo CoA-SH fluorescence, plate reader. actives 0.16% (n = 330,000). purified Rtt109/Vps75, 4 h. inhibition, % at 34.9 µM. AID 540336, 2011. Histone acetyltransferase RTT109 (Candida albicans (strain SC5314 / ATCC MYA-2876)), …;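 active = inhibition of at least 50% in every replicate; inconclusive = best replicate reaches 50% inhibition but some replicates fall short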
# Target sequence (Q5AAJ8 whole entry, looked up): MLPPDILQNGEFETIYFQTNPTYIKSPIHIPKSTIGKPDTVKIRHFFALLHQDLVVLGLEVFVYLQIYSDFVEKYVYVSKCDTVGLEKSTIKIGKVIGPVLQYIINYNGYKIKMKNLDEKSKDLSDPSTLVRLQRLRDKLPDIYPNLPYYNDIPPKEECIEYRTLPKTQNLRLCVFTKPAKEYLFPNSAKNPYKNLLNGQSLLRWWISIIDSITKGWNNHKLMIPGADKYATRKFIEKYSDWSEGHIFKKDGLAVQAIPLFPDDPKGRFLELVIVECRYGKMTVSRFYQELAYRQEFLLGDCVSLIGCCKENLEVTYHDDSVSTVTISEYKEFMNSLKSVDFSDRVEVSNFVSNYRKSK
# phage Ecoli inh – growth loss of phage-infected E. coli, primary screen, RecBCD inhibitor project, absorbance, with phage, HTS | inhibition, % at 11.9 µM | actives 0.26% (n = 360,000) | AID 651602, 2012; in the data active = inhibition above about 11%
# PvdQ inh – P. aeruginosa PvdQ acylase inhibitors, primary screen, biochemical, fluorescence, plate reader and imaging, single point; AID 488965, 2010; actives 0.063% (n = 340,000); purified PvdQ acylase; inhibition, % at 10 µM; in the data active = inhibition above about 30%, passing the limit was not always enough; inconclusive = no clear call, values can overlap the other calls;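 note: 0% = vehicle neutral wells and 100% = reference inhibitor wells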
# Wnt act – Wnt/beta-catenin pathway activators, primary screen, cell-based, plate reader, single point; Wnt/beta-catenin reporter cell assay, activator; activation, % at 9.35 µM; actives 1.2% (n = 300,000); in the data active = activation above about 30%, passing the limit was not always enough; inconclusive = no clear call, values can overlap the other calls;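 note: 0% = neutral control wells and 100% = positive control wells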
# PfHsp90 set2 – growth inhibition of PfHsp90-expressing yeast, primary screen, antimalarial PfHsp90 inhibitor project, S. cerevisiae, BacTiter-Glo luminescence, single point, set 2. actives 0.32% (n = 310,000). inhibition, % at 9.4 µM. BacTiter-Glo ATP, 48 h; yeast lacking PDR1 and PDR3 efflux regulators;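 active = every replicate shows inhibition above about 80%, whatever the replicate mean, limit read from the data; inconclusive = mean inhibition reaches the set limit but some replicate falls short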;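 note: 0% = DMSO neutral controls and 100% = 20 µM radicicol positive controls; yeast relying on Plasmodium falciparum Hsp90 in place of its own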
# Tat export inh – E. coli Tat export inhibitors, primary screen, MC4100, TorA-mCherry reporter, fluorescence, single point; inhibition, % at 10 µM; actives 0.036% (n = 340,000); AID 488895, 2010;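 active = mean replicate inhibition at least 50% and at least half of replicates individually reaching 50%; inconclusive = only one of the two criteria met; inactive = neither criterion met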;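 note: exported cargo escapes ClpAP degradation while cytoplasmic cargo is degraded and loses fluorescence; 0% = median of neutral control wells and 100% = median of NaSCN control wells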
# DAGLB inh – DAGLB lipase inhibitors, primary screen, biochemical, fluorescence, HTS. AID 504411, 2011. Diacylglycerol lipase-beta (Homo sapiens), Q8NCG7. inhibition, % at 5.17 µM. HEK293T DAGLB membrane lysate, EnzChek fluorogenic substrate. actives 0.059% (n = 340,000); in the data active = inhibition above about 34%;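 note: 0% = enzyme with vehicle and 100% = wells lacking enzyme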
# Target sequence (Q8NCG7 whole entry, looked up): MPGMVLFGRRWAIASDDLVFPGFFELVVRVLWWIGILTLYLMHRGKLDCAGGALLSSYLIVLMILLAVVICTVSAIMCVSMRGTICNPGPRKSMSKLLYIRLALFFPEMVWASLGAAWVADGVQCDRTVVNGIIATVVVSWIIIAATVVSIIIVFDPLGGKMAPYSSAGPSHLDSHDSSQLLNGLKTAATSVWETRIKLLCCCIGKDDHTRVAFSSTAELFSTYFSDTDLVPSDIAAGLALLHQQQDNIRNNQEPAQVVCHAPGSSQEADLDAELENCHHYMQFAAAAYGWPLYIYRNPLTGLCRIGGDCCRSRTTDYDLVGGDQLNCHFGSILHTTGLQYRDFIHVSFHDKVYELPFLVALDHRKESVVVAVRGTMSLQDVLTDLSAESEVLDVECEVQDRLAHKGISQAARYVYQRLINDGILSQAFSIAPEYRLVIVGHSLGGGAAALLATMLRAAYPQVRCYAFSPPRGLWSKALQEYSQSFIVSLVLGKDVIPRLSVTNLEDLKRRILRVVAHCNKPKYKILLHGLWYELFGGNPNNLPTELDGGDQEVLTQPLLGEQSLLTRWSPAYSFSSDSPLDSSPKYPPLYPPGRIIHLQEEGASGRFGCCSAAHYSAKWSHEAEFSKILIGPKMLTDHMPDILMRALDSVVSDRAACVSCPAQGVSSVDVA
# Starred values were filed as active, the others as inactive; ? = inconclusive; . = no result given.
entry	SMILES	AddAB inh	Ecoli viability	CAL PDZ inh	Rtt109 Vps75	phage Ecoli inh	PvdQ inh	Wnt act	PfHsp90 set2	Tat export inh	DAGLB inh
1	CCOC(=O)c1[nH]c2cc3c(cc2c1NC(=O)CN1CCCC1)OCO3	0.4	-0.4	-0.6	-5	4.2	-3	1	-11	-1	1
2	COC(=O)C1=C(N)N(c2ccccc2C(F)(F)F)C2=C(C(=O)CCC2)C1c1ccc2c(c1)OCO2 (stereo unspecified)	0.5	-0.3	-0.4	-2	3.3	-10	-4	-16	-4	3
3	N#CC1=C(N)Oc2cc(N)ccc2C1C1CC=CCC1 (stereo unspecified)	1.3	0.7	-1.6	-5	1.6	-13	-16	39	-5	1
4	Cc1cc(=O)n2c(n1)SCOC2	1.4	0.7	0.6	-4	2.7	-12	0	-13	8	2
5	COc1cccc(CNC(=O)c2cc(COc3c(F)cccc3F)on2)c1	1.4	1.0	-1.8	?	3.8	-2	1	.	-7	-6
6	COc1ccc(N(CC(=O)N/N=C(\C)c2ccc(OC)c(OC)c2)S(=O)(=O)c2ccccc2)cc1	-3.1	0.1	0.6	-10	0.5	-12	2	-26	-4	-1
7	CCOC(=O)c1cc(-c2ccc(OC(F)F)cc2)nc2c1c(=O)[nH]c(=O)n2C	-3.3	-3.2	-0.9	-6	2.9	-8	-5	-15	-7	0
8	COc1ccc(N2CCN(C(=O)c3cc([N+](=O)[O-])ccc3N3CCN(CCO)CC3)CC2)cc1	-1.0	-3.2	-1.6	10	0.9	-13	-2	8	9	5
9	COCCCn1cnnc1SCC(=O)Nc1ccc(S(=O)(=O)N2CCCC2)cc1	3.8	-0.2	-1.2	-5	-0.4	-3	-6	.	-7	-1
10	O=c1cc(O)c2c(=O)n(Cc3ccccc3)c3ccccc3c2o1	5.7	0.0	-1.9	3	3.6	28	0	19	0	5
11	CCOC(=O)C1CCN(C(=O)/C=C/c2ccc(OC)cc2)CC1	-0.7	-1.4	-3.9	-4	3.1	-7	29	4	-4	4
12	CC(=O)Nc1ccc(S(=O)(=O)N(C)CC(=O)NNC(=O)Cc2nc3ccccc3n2C)cc1	0.8	-1.4	-0.5	2	0.1	-15	-3	10	0	1
13	c1cn(-c2ncnc3sc4c(c23)CCCC4)cn1	0.7	0.4	0.6	9	2.2	-3	0	4	2	-6
14	COC(=O)c1cn(NC(=O)Cc2c(F)cccc2Cl)c(=O)c2ccccc12	1.0	-0.1	0.2	3	1.7	-25	-1	43	0	-1
15	O=Cc1c(N2CCN(CCO)CC2)nc2ccccn2c1=O	2.5	1.0	3.4	-42	1.5	11	1	-8	5	-4
16	CCCCn1c(/N=C/c2ccccc2NS(=O)(=O)c2ccc(C)cc2)nc2ccccc21	4.2	-0.8	-3.2	.	3.4	12	-2	-5	0	3
17	O=C(CNC(=O)c1ccc(F)cc1)N/N=C/c1cccnc1	4.6	-0.6	-0.1	-7	2.8	-1	6	1	-4	1
18	CCN(CC)c1ccc(/C=N/OC(C)C(=O)Nc2ccc(C)cc2)cc1 (stereo unspecified)	7.1	2.2	0.4	3	0.1	11	.	12	3	-8
19	Cc1ccc(F)cc1CNC(=O)C1CCC(=O)N(C2CC2)C1 (stereo unspecified)	-2.2	1.4	-2.5	45	1.0	12	1	-3	5	-4
20	CCc1ccc([C@@H]2CC=C(C(=O)O)[C@H](c3ccc(Cl)cc3)N2S(=O)(=O)c2ccc(C)cc2)cc1	1.9	-1.4	-0.7	10	3.3	-18	-2	-28	16	13
21	COc1ccc(-n2cnnc2SCC(=O)NC2CCCc3ccccc32)cc1 (stereo unspecified)	2.8	2.9	-3.0	-2	3.5	4	-1	12	-10	2
22	Cc1cccc2cc(CN(Cc3ccco3)C(c3nnnn3CCc3ccccc3)C(C)C)c(=O)[nH]c12 (stereo unspecified)	2.2	0.9	-1.7	-3	2.6	-6	-2	-20	-1	-2
23	CCC(C)NC(=O)CO/N=C/c1ccc(C(=O)OC)cc1 (stereo unspecified)	-0.9	-1.9	.	1	1.3	-11	.	-35	-2	-3
24	Cc1ccc(CNC(=O)C2CCCN(c3ncnc4c3nc3n4CCCCC3)C2)cc1 (stereo unspecified)	0.0	-0.2	-1.9	-8	0.5	-3	-3	14	4	-4
25	O=[N+]([O-])c1cccc(S(=O)(=O)N2CCN(S(=O)(=O)N3CCOCC3)CC2)c1	2.9	0.2	-2.2	20	2.7	4	1	-8	15	-2
26	O=C(Nc1ccc2c(c1)OCO2)c1ccc(S(=O)(=O)NCC2CCCO2)cc1 (stereo unspecified)	3.9	1.6	0.0	19	2.7	2	.	-4	2	2
27	COc1cc2c(c(O)c1OC)-c1c(cc(OC)c(OC)c1OC)C[C@@H](C)[C@@H](C)C2	2.6	1.4	1.3	-4	-0.7	5	-2	-21	13	1
28	C=CCn1c(-c2ccc(OC)cc2)nc2nc3ccccc3nc21	0.9	-1.7	0.2	-7	3.0	-6	4	-100	-3	-6
29	CCOC(=O)N1CCN(C(=O)Cc2c(C(=O)O)n(C)c3ccccc23)CC1	3.7	0.3	0.3	-9	5.4	-23	-1	-2	9	0
30	O=C1CCC/C(=N/Nc2ccc(Cl)cc2)C1	3.4	2.7	0.9	9	3.3	2	8	2	-2	6
31	O=C(CCC1CCCC1)NCc1ccccn1	1.1	0.6	-0.1	11	0.3	-2	-5	3	-3	-4
32	Cc1cc(C(=O)NC2CCCN(Cc3ccccc3F)C2)n[nH]1 (stereo unspecified)	0.6	2.6	-2.0	-7	0.8	-2	2	-5	3	3
33	CC(CCc1ccc(O)cc1)N1CCC(Oc2ccc(C(=O)N3CCCC3)cc2)CC1 (stereo unspecified)	.	.	-1.5	-1	-0.4	-2	-1	1	3	1
34	COc1cc(N=Nc2ccc(C)cc2S(N)(=O)=O)c(C)cc1N	.	.	2.4	-8	-0.8	7	-2	.	3	29
35	COc1ccc(S(=O)(=O)N2CCCCC2)cc1C(C)C	2.1	-0.5	-0.5	7	1.8	-24	.	33	2	-6
36	CN(C)CCN1CC(O)=C(c2nc3ccccc3s2)C1=N	3.3	-3.2	-0.5	-4	0.7	-1	-1	-1	5	-1
37	Cn1c(SCC(=O)N2CCCc3ccccc32)nnc1-c1ccccc1	-0.6	0.7	-2.1	.	1.1	-15	0	4	-1	-4
38	CCc1nn(-c2ccccc2)c(N)c1C#N	0.6	0.3	0.1	-1	1.3	-6	-1	3	-8	-1
39	COCCCNC(=S)Nc1ccc(CC(=O)O)cc1	6.0	-1.2	-2.2	23	1.7	19	.	7	-1	1
40	O=C(Cc1ccc(Cl)c(Cl)c1)Nc1ccc2[nH]c(=O)[nH]c2c1	-0.2	-3.1	-1.6	-15	1.6	-3	-3	.	-6	4
41	Cc1ccc(CNC(=O)c2ccc(COc3ccccc3)cc2)cc1	3.3	-1.1	-3.6	-15	2.9	-2	0	-3	-5	-8
42	O=C(NCCC1=CCCCC1)C(=O)NCc1ccccc1	4.2	0.3	-2.0	7	2.6	5	.	-7	-5	-1
43	CNS(=O)(=O)c1cc(N)ccc1C	1.9	-3.1	-1.8	-16	0.5	-13	-1	11	5	-1
44	COc1ccccc1C(=O)Nc1c[nH]c(=O)[nH]c1=O	.	.	0.3	2	3.5	-1	1	13	-2	-2
45	Cn1cccc1C(=O)OCc1ccc(C(C)(C)C)cc1	2.3	-1.1	-3.0	-4	1.9	-4	27	-10	-20	-8
46	CCn1ncc2c1C(=O)NC1c3ccccc3C(=O)N21 (stereo unspecified)	-0.7	0.6	-2.1	1	0.5	-10	-4	1	-6	2
47	COc1ccc(-c2csc(NC(=O)CCCc3cccs3)n2)cc1	1.9	0.6	-2.6	-1	2.0	14	0	-22	-6	-2
48	Cc1ccc(CN2CCC(n3nccc3NC(=O)c3ccccc3C)CC2)o1	7.6	-0.1	1.0	-3	1.7	-12	-2	15	-2	0
49	COC(=O)c1ccc(C(=O)OC)c(NC(=O)C2CC2)c1	3.4	0.5	-1.7	27	3.8	8	-1	-3	-3	1
50	COc1ccc(-c2ocnc2C(=O)N2CCN(Cc3cccnc3)CC2)cc1	-1.4	-2.0	-0.3	1	2.7	-19	-1	-1	0	-1
51	Cc1cc(C)n(C(=O)c2cc([N+](=O)[O-])cc([N+](=O)[O-])c2)n1	1.0	0.4	0.1	8	-0.2	-12	-1	-3	-5	3
52	COc1ccccc1NC(=O)CN1CCN(C2c3ccccc3-c3ccccc32)CC1	4.8	-0.3	-0.3	5	2.2	-2	.	23	-2	-4
53	O=C(NCCCN1CCCC1=O)NC12CC3CC(CC(C3)C1)C2	2.5	-2.0	-0.7	-14	-0.5	-9	1	9	-1	-2
54	CC(=O)Nc1ccc(NC(=O)CCCN2C(=O)c3ccccc3C2=O)cc1	1.8	3.0	-0.9	-8	4.4	7	1	7	8	0
55	Cc1cc(S(=O)(=O)NCC(c2ccc(F)cc2)N2CCN(C)CC2)ccc1F (stereo unspecified)	0.1	2.0	0.5	?	2.9	17	1	-5	-4	0
56	CN1C(=O)C2(OCC(CO)([N+](=O)[O-])CO2)c2ccccc21 (stereo unspecified)	0.3	0.8	-2.4	-6	0.2	1	4	-6	3	-3
57	CC1CN=C(N(Cc2ccccc2)C(=O)Nc2ccccc2)S1 (stereo unspecified)	0.7	0.0	0.5	6	3.8	-22	.	0	-1	2
58	COc1ccc(CNC(=O)CN2C(=O)NC(C)(c3cccc(Br)c3)C2=O)cc1 (stereo unspecified)	1.7	0.2	-1.4	1	3.1	-4	-1	-1	3	-3
59	Cc1cc(C(=O)N/N=C/c2ccc(O)c(O)c2O)c(C)n1-c1ccccc1	.	.	0.5	0	20*	-9	-4	-42	-4	17
60	O=C(NCc1cccc(Br)c1)C1CC(c2cc(C(F)(F)F)cc(C(F)(F)F)c2)=NO1 (stereo unspecified)	5.8	-0.9	-0.5	2	3.2	6	-2	.	-18	-6

# (more compounds)
entry	SMILES	AddAB inh	Ecoli viability	CAL PDZ inh	Rtt109 Vps75	phage Ecoli inh	PvdQ inh	Wnt act	PfHsp90 set2	Tat export inh	DAGLB inh
61	O=C(/C=C/c1cccc(F)c1)Nc1ccc(S(=O)(=O)Nc2ncccn2)cc1	-0.6	-1.4	-0.6	-4	2.0	-12	2	2	-1	1
62	CCOC(=O)Cn1cc(/C=N/NC(=O)CC#N)c2ccccc21	5.0	-0.2	-0.8	-1	2.9	-1	-1	-8	-4	5
63	Cc1ccc(C(=O)Nc2cccc(C(O)c3ccccc3)c2)cc1 (stereo unspecified)	-1.2	-2.3	0.6	-6	1.2	-18	8	1	-8	1
64	CCOc1ccc(-c2nn3c(-c4ccc(F)cc4)nnc3s2)cc1	-1.2	-2.5	-3.3	-2	0.1	8	0	11	-4	-1
65	Cc1c(C(=O)N(CCc2ccccc2)Cc2ccccc2)cccc1[N+](=O)[O-]	-1.5	0.2	-2.6	28	1.5	8	-1	-8	7	-12
